Screens: PubChem BioAssay, National Center for Advancing Translational Sciences (NCATS)
Menin MLL FP TR – menin-MLL binding inhibition, Texas Red mutant peptide; Menin + Texas Red MLL mutant peptide, fluorescence polarization; Potency, µM (doses to about 61.6 µM), inactives show top-dose FP activity change, negative = inhibition, usual class: inhibitors; actives 0.23% (n = 270,000); active = well fitted inhibition curve with a large enough effect in the polarisation, with a control signal flat, not every such curve was filed as active; inconclusive = small, poorly fitted or top-dose-only effect, or effect the other way, or a change in a side signal; inactive = no such curve, though single readings can be large or run the other way; the % refers to the polarisation; also: potency is read from the fitted curve at half-maximal effect; % of control where 0% means no effect; many of its hits are not listed in these tables
Mito fusion act – mitochondrial division inhibition or fusion activation; S. cerevisiae fusion-defective mutant growth rescue, CellTiterGlo 48 h; Potency, µM (doses to about 46.1 µM), for inactives: at the highest dose growth rescue (activation), most hits filed as activators; actives 0.23% (n = 320,000); AID 485298;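 also: potency is read from the fitted curve at half-maximal effect; % of control where 0% means no effect; nearly all actives have a fitted effect of over 45% in size; temperature-sensitive fusion mutants such as fzo1-1 at 37 °C on non-fermentable ethanol glycerol medium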
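Read-out: ATP-based luminescence (CellTiterGlo, 10 min ambient) reporting growth of fusion-defective ts yeast after 48 hours at 37C on glycerol/ethanol YPEG medium in the presence of compound.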
VP16 counter – Gal4-VP16 reporter inhibition counter-screen. Drosophila S2 Gal4-VP16 UAS-luciferase, luminescence, 20 h. Potency, µM (series often up to 53.6 µM), without a hit: at the highest dose activity, negative = inhibition, usual class: inhibitors. actives 3.5% (n = 310,000). AID 2546;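 also: Gal4-VP16 expression switched on by copper sulfate through the metallothionein promoter; potency is read from the fitted curve at half-maximal effect; % is scaled to controls: 0 for no effect and ±100 for the full control effect; nearly all actives have a fitted effect of over 50% in size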
FLuc counter – firefly luciferase modulation, counter-screen for miR-21 project; Potency, µM (series often up to 57.5 µM), for the others: at the top dose activity change, negative = inhibition, actives largely listed as inhibitors; purified FLuc, Km substrates, luminescence inhibition; actives 6.9% (n = 360,000); AID 588342;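 also: potency is read from the fitted curve at half-maximal effect; plate controls were vehicle for no effect and reference inhibitor for full effect; nearly all actives have a fitted effect of over 55% in size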
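Purified P. pyralis luciferase (10nM final) with 10uM D-luciferin and 10uM ATP (Km levels) in 50mM Tris acetate pH 7.5, 10mM Mg acetate, 0.01% Tween-20, 0.05% BSA; qHTS 6-point titration, ~60 µM downward; luminescence read.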
ELG1 DNA repair – ELG1-dependent DNA repair inhibition. actives 2.3% (n = 330,000). HEK293T ELG1-luciferase reporter, luminescence, 16 h; DNA damage induced by 5-fluorouridine. AID 504467. Potency, µM (doses to about 46.1 µM), without a hit: at the top dose activity change, negative = inhibition, hits mostly inhibitors; also: potency is read from the fitted curve at half-maximal effect; % is scaled to controls: 0 for no effect and ±100 for the full control effect; nearly all actives have a fitted effect of over 55% in size
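Step one: seed 2,000 cells per well. Step two: pin-transfer compound or DMSO alongside 5-fluorouridine. Step three: incubate 16 hr, 37 °C, 5% CO2. Step four: add ONE-Glo, wait 30 min, read luminescence.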
PKM2 activator – activators of human pyruvate kinase M2 | Potency, µM (doses to about 57.5 µM), for inactives: at the highest dose activation, hits mostly activators | actives 0.34% (n = 260,000) | P14618 | purified PKM2, Kinase-Glo ATP luminescence, activation; response scale: 0% is enzyme alone, no compound | AID 1631; also: potency is read from the fitted curve at half-maximal effect; % is scaled to controls: 0 for no effect and ±100 for the full control effect; nearly all actives have a fitted effect of over 55% in size
Target sequence (P14618 whole entry, looked up): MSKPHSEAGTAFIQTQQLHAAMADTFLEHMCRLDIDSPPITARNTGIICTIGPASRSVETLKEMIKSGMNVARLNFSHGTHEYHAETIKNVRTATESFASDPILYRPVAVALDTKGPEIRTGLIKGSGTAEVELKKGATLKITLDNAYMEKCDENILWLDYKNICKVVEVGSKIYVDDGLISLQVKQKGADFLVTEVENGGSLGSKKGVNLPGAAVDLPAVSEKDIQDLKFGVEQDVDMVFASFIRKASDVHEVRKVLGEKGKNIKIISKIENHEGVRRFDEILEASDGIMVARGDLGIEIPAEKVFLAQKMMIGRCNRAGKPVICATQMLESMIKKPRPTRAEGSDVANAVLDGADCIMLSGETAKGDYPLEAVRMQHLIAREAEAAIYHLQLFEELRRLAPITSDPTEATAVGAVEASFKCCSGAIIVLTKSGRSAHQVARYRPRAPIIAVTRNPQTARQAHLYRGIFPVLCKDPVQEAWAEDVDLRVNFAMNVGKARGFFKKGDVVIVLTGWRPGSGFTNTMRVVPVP
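Kinase-Glo luminescence reports ATP generated from ADP (0.1 mM) and PEP (0.5 mM) by purified hPK-M2 after 1 h at room temperature, pH 7.2 imidazole buffer; intermediate enzyme activity allows detecting inhibitors and activators.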
Rab9 promoter act – Rab9 promoter activation; AID 485297; actives 2.8% (n = 320,000); Potency, µM (top dose mostly 9.22 µM), for inactives: at the highest dose activation, negative = inhibition, hits mostly activators; Huh7 Rab9 promoter-luciferase reporter, luminescence, 24 h; also: potency is read from the fitted curve at half-maximal effect; % of control where 0% means no effect; nearly all actives have a fitted effect of over 60% in size
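Luminescence from Amplite-detected luciferase (10 minutes, ambient) reports Rab9 promoter activation. Before that, stable Rab9-luciferase Huh7 cells (1500/well, reduced-serum OP-MEM I plus 10% FBS) were exposed to compound for 24 hours at 37C.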
NPC1 promoter act – activators of NPC1 promoter | Huh7 NPC1 promoter luciferase reporter, 24 h | Potency, µM (series often up to 9.22 µM), inactives show at the highest dose activation, most hits filed as activators | actives 2.4% (n = 320,000);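 also: potency is read from the fitted curve at half-maximal effect; % of control where 0% means no effect; nearly all actives have a fitted effect of over 60% in size; reporter is driven by a mutant NPC1 promoter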
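NPC1 promoter–luciferase Huh7 cells; 24 h compound; luminescence.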
RORg inh – inhibitors of mouse ROR gamma transcriptional activity. AID 2551. actives 5.4% (n = 310,000). Drosophila S2 Gal4-RORgamma UAS-luciferase reporter, 20 h. P51450. Potency, µM (series often up to 53.6 µM), inactives show at the highest dose activity change, negative = inhibition, hits mostly inhibitors; also: potency is read from the fitted curve at half-maximal effect; % is scaled to controls: 0 for no effect and ±100 for the full control effect; nearly all actives have a fitted effect of over 60% in size
Target sequence (P51450 whole entry, looked up, the tested form may be a part): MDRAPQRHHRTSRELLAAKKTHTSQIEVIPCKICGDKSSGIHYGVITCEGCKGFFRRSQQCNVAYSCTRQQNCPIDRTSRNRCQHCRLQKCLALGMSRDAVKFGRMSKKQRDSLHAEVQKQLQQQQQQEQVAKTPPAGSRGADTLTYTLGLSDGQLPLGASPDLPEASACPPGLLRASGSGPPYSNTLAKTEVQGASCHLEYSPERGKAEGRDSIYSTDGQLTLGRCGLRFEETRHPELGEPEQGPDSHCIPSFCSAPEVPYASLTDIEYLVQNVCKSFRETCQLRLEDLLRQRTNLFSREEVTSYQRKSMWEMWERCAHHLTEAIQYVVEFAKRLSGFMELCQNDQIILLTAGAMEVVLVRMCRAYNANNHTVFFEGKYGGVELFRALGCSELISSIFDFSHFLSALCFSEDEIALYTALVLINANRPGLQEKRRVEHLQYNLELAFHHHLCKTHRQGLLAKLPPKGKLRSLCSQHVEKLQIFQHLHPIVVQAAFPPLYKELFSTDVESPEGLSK
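Using a luciferase readout, inhibitors were identified by reduced reporter activity in Drosophila cells coexpressing a copper-inducible Gal4–ROR gamma fusion and UAS-driven Photinus luciferase, incubated 20 hr after 700 uM copper sulfate.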
MBNL1 CUG block – blocks human MBNL1 binding to CUG repeat RNA; actives 0.036% (n = 280,000); AID 2675; Potency, µM (highest dose often 57.5 µM), without a hit: at the top dose activity change, negative = inhibition, usual class: inhibitors; TR-FRET MBNL1-His/biotin-(CUG)12 binding, 665/545 ratio; active = well fitted inhibition curve with a large enough effect in the signal ratio, with a control signal flat, not every such curve was filed as active; inconclusive = small, poorly fitted or top-dose-only effect, or effect the other way, or a change in a side signal; inactive = no such curve, though single readings can be large or run the other way; the % refers to the signal ratio; also: potency is read from the fitted curve at half-maximal effect; % is scaled to controls: 0 for no effect and ±100 for the full control effect
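TR-FRET readout: Ex 340 nm, 665/545 nm emission ratio, normalized to buffer-only (basal) and MBNL1-(CUG)12 controls. Complex of MBNL1-His with Biotin-(CUG)12, compounds 92 nM–58 uM, incubated 60 min at room temperature.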
KCNH2 3.1 block – inhibitors of human KCNH2 3.1 potassium channel isoform. actives 0.95% (n = 340,000). AID 720553. activity change, % (tested at about 1.8 µM). U2OS KCNH2 3.1, thallium flux FluxOr; active compounds read low;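 active = maximum activity change below -70%; inconclusive = maximum activity change from -70% to -50%; inactive = maximum activity change above -50%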;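 also: thallium influx rate constant from kinetic fluorescence after stimulation buffer; % is scaled to controls: 0 for no effect and ±100 for the full control effect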
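Normalized rate constant (relative to positive and negative DMSO controls) derived from a 2 min kinetic fluorescence read after stimulation; U2OS cells expressing the 3.1 isoform via virus at 1.77 x 10^8 /mL.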
The depositor's hits bear a star; u = inconclusive; x = not tested or not shown; [ ] = dose if it differs, or a comment. Unless noted, calls follow the shape of the dose curve; as a rule, active = well fitted curve in the direction sought with a large enough effect; inconclusive = small, poorly fitted or top-dose-only effect, or another doubt; inactive = no such curve, though single readings can be large; an effect the other way counts as inactive or inconclusive.

Every second line gives: Menin MLL FP TR, Mito fusion act, VP16 counter, FLuc counter, ELG1 DNA repair, PKM2 activator, Rab9 promoter act, NPC1 promoter act, RORg inh, MBNL1 CUG block, KCNH2 3.1 block
> O=C(N/N=C/c1ccc(C(F)(F)F)cc1)c1ccncc1
→ -10%, 1%, -6%, u, 8%, -14%, -1%, 0%, u, 6%, -11
> COc1cc(OC)cc(C2(C#N)CCN(C)CC2)c1
→ x, 2%, -6%, -1%, 8%, 12%, -7%, -3%, 2%, x, 6
> COc1ccc(N2CC2c2ccncc2)cc1 (stereo not given)
→ -11%, -4%, -14%, 2%, 10%, 7%, 1%, 0%, -7%, -2%, 5
> CC12CCC3C(CC=C4CC(O)CCC43C)C1C/C(=C\N1CCCC1)C2=O (stereo not given)
→ -29%, -2%, 6%, 2%, -1%, -1%, -5%, 1%, -5%, -5%, x
> COC(=O)c1ccc(N=C(c2ccccc2)c2c(O)n(C)c(=O)n(C)c2=O)cc1
→ x, -3%, 0%, 3%, u, -1%, -2%, -2%, 5%, 5%, -19
> CC1(C(O)(C#CCN2CCCCC2)c2ccccc2)CCCC1 (stereo not given)
→ u, 0%, -2%, -1%, 0%, 3%, 0%, -4%, 7%, -5%, 0
> O=c1[nH]c(=S)n(CCC2=CCCCC2)c(O)c1/C=N/Nc1ccccc1
→ x, -7%, 0%, -20%, u, 5%, -2%, -2%, 18%, 10%, 6
> Cc1cccc(N2C(=O)/C(=C/c3ccc(N4CCN(C)CC4)o3)C(=O)NC2=S)c1C
→ u, x, -12%, -13%, -9%, -11%, 6%, 0%, u, u, -13
> Cc1cccc(OP(=O)(Oc2cccc(C)c2)OC(c2ccccc2)C(F)(F)F)c1 (stereo not given)
→ -5%, -2%, -8%, 0%, -3%, -9%, -3%, -3%, u, 23%, 7
> Cc1cc(OC(C)C(=O)NCc2ccncc2)c2c3c(c(=O)oc2c1)CCC3 (stereo not given)
→ x, 1%, -6%, -2%, 15%, x, 4%, 1%, -26%, 0%, -11
> CCOc1ccccc1CNCCc1ccc2c(c1)OCO2
→ u, -4%, -4%, 3%, -4%, 0%[11.5 µM], -2%, -3%, -28%, -3%, -4
> Cc1ncoc1C(=O)NCCC(c1ccccc1)c1ccccc1
→ -24%, 18%, -4%, -7%, 21µM*, -1%, 3%, -2%, 32%, -7%, -9
> O=C(c1cccnc1)c1cc2ccccc2[nH]1
→ -1%, 1%, 13%, u, u, 3%, 19%, 9%, 6%, u, 3
> Nc1nnc(Sc2ncccc2[N+](=O)[O-])s1
→ -27%, -7%, 5%, 1%, -15%, 29%, 1%, -3%, -36%, u, -2
> O=C1NC(=O)N(CCNc2ncc(C(F)(F)F)cc2Cl)C(=O)C1Cc1ccc(Cl)cc1 (stereo not given)
→ u, 4%, -2%, u, 0%, 2%, 20%, -11%, 12%, -3%, -10
> CP(=O)(Nc1ccc(Cl)cc1)c1nc2c(s1)CCCC2 (stereo not given)
→ x, 0%, -4%, 0%, u, 0%, -4%, -8%, 32%, -3%, 9
> Cc1ccc(C)c(OCC(=O)N2CCCN(C)CC2)c1
→ 10%, -1%, -15%, 0%, 2%, 3%, -3%, -3%, -7%, -7%, 9
> COC(=O)C1=C(c2ccc(F)cc2OCc2ccccc2)C[C@@H]2CC[C@H]1N2C(=O)N1CCCCC1
→ x, u, x, 1%, -17%, x, -4%, -2%, x, x, -4
> CCCn1ncc(C(=O)O)c1C
→ 0%, -1%, -9%, 0%, -2%, 1%, 2%, 0%, -39%, -5%, 0
> CN(C)C(=O)CSc1nnc([C@@H](N)Cc2ccccc2)o1
→ 6%, -1%, -9%, -1%, 16%, 9%, -1%, 1%, 5%, 1%, -3
> CCCCC(=O)N/N=C/c1c(O)n(CCc2ccc(OC)c(OC)c2)c(=O)[nH]c1=O
→ 1%, -10%, -1%, 3%, -1%, -2%, -1%, -4%, -33%, u, 4
> CN1CCN2c3ccccc3CC3(C(=O)N(C)C(=O)N(C)C3=O)C2C1 (stereo not given)
→ x, -1%, -4%, 2%, -7%, 0%, 2%, -3%, -5%, x, 5
> Cc1cc(C)c(-n2c(O)c(/C=N/NC(=O)c3ccncc3)c(=O)[nH]c2=O)c(C)c1
→ x, 0%, 7%, 5%, 0%, -4%, -10%, 0%, -22%, 7%, 2
> CCCCN1C(=N)C(CC)(CC)C(=O)NC1=O
→ -11%, -4%, -2%, 0%, 0%, -3%, 1%, -1%, 30%, x, 1
> C=CCn1c(O)c(C=NCCN2CCOCC2)c(=O)[nH]c1=S
→ x, -3%, -7%, 1%, -2%, 0%, -1%, -1%, -11%, 12%, -6
> Cc1cc(S(N)(=O)=O)ccc1N=Cc1c(O)n(-c2ccccc2)c(=O)[nH]c1=O
→ -1%, 2%, 0%[10 µM], -3%, 10%, 0%, -7%, -5%, -3%, 5%, -14
> Cc1cnn(-c2cc(Oc3ccccc3)ncn2)c1
→ 0%, 2%, 1%, 17µM*, u, 2%, u, u, -31%, -7%, -6
> Cc1ccc2c(c1)CC1(CN2C)C(=O)NC(=O)N(c2ccccc2C)C1=O (stereo not given)
→ 13%, 4%, 10%, 2%, -1%, 1%, -2%, -2%, -15%, -5%, 4
> CC1(O)C[C@]2(C)N(O)C3CCCC[C@@H]3N2O1 (stereo not given in full)
→ -6%, -4%, -3%, -1%, -18%, -18%, 7%, 5%, 27%, 4%, 2
> CCCCC(=O)N/N=C/c1c(O)n(CCCC)c(=S)[nH]c1=O
→ x, 0%, u, 6%, -16%, -2%, -1%, -6%, -68%, x, 3
> CCCCCCN=C(CC)c1c(O)n(CCCC)c(=O)[nH]c1=O
→ -4%, u, -13%, 6%, u, 2%, u, 2%, 16%, -9%, 0
> Cn1c(=O)oc2cc(NC(=O)CCl)ccc21
→ x, -14%, u, 0%, u, -1%, -2%, -10%, u, -7%, 1
> CCCCCn1c(=O)c(C(=O)NCc2ccncc2)c(O)c2ccccc21
→ 20%, 11%, 4.5µM*, 2%, -29%, u, -2%, -18%, 3.5µM*, -9%, -13
> COc1ccc(N2CCN(C(CNC(=O)Oc3ccccc3)c3cccnc3)CC2)cc1 (stereo not given)
→ -11%, 0%, -11%[0.365 µM], -1%, 0%, 7%, -5%, 1%, -3%, -9%, -1
> C=CCc1cc(C=C2C(=O)NC(=O)NC2=O)cc(OC)c1OCc1ccc(C(=O)O)cc1
→ 12%, 3%, 1%, u, -5%, 5%, -3%, -2%, -4%, -6%, 10
> CN1CCC2(CC1)N=C(c1ccc(F)cc1)C(=S)N2
→ -4%, 10%, 1%, -3%, 17%, 2%, 0%, -2%, 13µM*, 3%, 3
> COc1ccc(NCC(=O)N2CCCC2)cc1Cl
→ 5%, 5%, 8%, -1%, u, 2%, 5%, 6%, 14%, -13%, -20
> O=C(CF)NC(NC(=S)Nc1cccc([N+](=O)[O-])c1)C(Cl)(Cl)Cl (stereo not given)
→ u, 5%, -4%, -3%, -9%, 0%, -3%, -8%, 0%, u, 17
> CCC(=NCc1ccco1)c1c(O)n(Cc2ccccc2)c(=O)[nH]c1=O
→ 11%, 4%, -1%, 10%, u, 0%, -7%, -1%, 33%, -2%, -5
> CCSC1=NN1c1cc(C)nc(N)n1
→ x, 2%, -26%, 4%, 23%, -1%, 2%, -2%, 6%, -6%, -95*
> CCn1cc(C(=O)NCc2ccccc2)c2ccccc21
→ -6%, -15%, 2%, -15%, 1%, -13%, 1%, 3%, 14%, -4%, 7
> COC(=O)C1=C(c2ccc(F)cc2F)C[C@@H]2CC[C@H]1N2C(=O)NCCOc1ccccc1
→ x, 0%, x, 2%, -11%, x, -4%, 2%, x, x, -4
> O=C(O)C1(c2ccc(Cl)cc2)CCC1
→ 26%, -3%, -3%, 12%, 25%, 0%, -3%, -1%, 7%, -9%, 3
> C=CCn1c(O)c(N=Nc2c(C)n(C)n(-c3ccccc3)c2=O)c(=O)[nH]c1=S
→ 2%, -3%, -2%, 7%, -12%, -13%, -1%, -4%, -30%, 3%, -30

Not all compounds are listed; rates above refer to the full screens.
